C-LANA FP = inhibitors of KSHV LANA C-terminal domain DNA binding | MBP-C-LANA/FAM-LBS DNA binding, fluorescence polarization | inhibition, % at 9 µM | actives 0.078% (n = 340,000) | AID 504423;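 active = highest replicate inhibition at or above 60% at 9 µM, even if other replicates fall short; inactive = all replicates below 60% inhibition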;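 also: 0% = neutral control wells and 100% = 4 µM acridine orange control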
CAL PDZ FP-1 = human CAL PDZ-peptide interaction inhibition; Q9HD26; purified CAL PDZ, TMR-peptide fluorescence polarization, 1 h; inhibition, % at 20 µM; actives 0.02% (n = 330,000); AID 504414;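 active = highest replicate inhibition of at least 40%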;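 also: plate controls were DMSO neutral control wells for no effect and unlabeled competitor peptide control wells for full effect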
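Material – purified CerCALP PDZ construct · Detection – FP readout, S and P plane fluorescence · Measure – percent inhibition from loss of millipolarization · Controls – unlabelled peptide for full inhibition, DMSO wells as neutral · Probe or stimulus – TMR-labelled reporter peptide T*-PRC34 bound in PDZ groove · Times – 1 h at RT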
SR-BI DiI-HDL act = SR-BI HDL lipid transfer activation. AID 504775. CHO ldlA[mSR-BI] cells, DiI-HDL uptake fluorescence, 3 h; 100 = double the neutral-control signal. activation, % at 12.5 µM. actives 0.096% (n = 320,000);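 active = mean replicate activation of at least 60% and every replicate at or above 60%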;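 also: 0% = median plate neutral-control signal and 100% = twice that signal; values of inactives mirror those of a sister screen read the other way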
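system = CHO ldlA[mSR-BI] cells, LDL receptor-null, SR-BI overexpressing | medium = Ham's F12 with 0.5% BSA, HEPES 25 mM, pH 7.4 | probe or stimulus = DiI-HDL 10 µg/mL | compound dosing = single-point compound dose | incubation = compound exposure 3 h, 37 °C | technique = DiI fluorescence, bottom read | read-out = cell-associated DiI fluorescence as measure of HDL uptake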
Keap1-Nrf2 PPI = Keap1-Nrf2 (human) interaction inhibition; Q14145; Keap1 Kelch-Nrf2 peptide fluorescence polarization, 1536-well; inhibition, % at 9.4 µM; actives 0.15% (n = 340,000); in the data active = inhibition above about 12%;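 also: human Keap1 Kelch domain with fluorescein labeled Nrf2 9mer peptide probe; 0% = neutral control wells and 100% = peptide positive control; higher means more block of Keap1 binding to Nrf2 peptide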
RTF Ca sens act = cardiac RTF calcium sensitization | activation, % at 7.2 µM | AID 493008 | actives 0.24% (n = 340,000) | P19429+P45379 | IANBD-labeled TnC RTF fluorescence at EC20 calcium; 0% EC20 calcium, 100% full calcium;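 active = activation above the mean over all tested compounds plus 3 SD, cut at about 30% in these data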;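 also: rise in fluorescence read as greater calcium sensitivity of cardiac thin filaments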
Cardiac RTF inh = cardiac RTF calcium desensitization | AID 493244 | P19429+P45379 | IANBD-labeled cardiac RTF, Ca2+ fluorescence | inhibition, % at 7.15 µM | actives 0.12% (n = 340,000);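 active = inhibition above the mean inhibition of all tested compounds plus 3 SD, cut at about 17% in these data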;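 also: assay run at fixed EC70 calcium of 1.6 mM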
CAL PDZ FP-2 = inhibitors of human CAL PDZ peptide binding; Q9HD26; purified CAL PDZ, TMR-peptide fluorescence polarization, 1 h; inhibition, % at 24.9 µM; actives 0.92% (n = 300,000); AID 602252;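 active = mean inhibition of at least 30% with at least half of replicates also reaching 30%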;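 also: 0% = DMSO neutral control and 100% = excess unlabeled competitor peptide PRC23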
PKA-R2B activ = activates the human PKA-R2B holoenzyme complex; activation, % at 11.4 µM; actives 0.079% (n = 340,000); PKA-R2B holoenzyme dissociation, Cy5-IP20 fluorescence polarization; R2B truncated from residue 108, S112A mutant; 0% DMSO only, 100% 113 µM cGMP; AID 504700; P22694+P31323;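 active = activation above a cutoff set at the mean over all compounds plus 3 SD, cut at about 18% in these data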;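 also: higher means more holoenzyme dissociation and a rise in polarization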
Rtt109 Vps75 = blocks Candida albicans Rtt109/Vps75 acetyltransferase activity | Q5AAJ8 | purified Rtt109/Vps75, ThioGlo CoA-SH fluorescence, 4 h | inhibition, % at 34.9 µM | actives 0.16% (n = 330,000) | AID 540336;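 active = inhibition of at least 50% in every replicate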
Target sequence (Q5AAJ8 whole entry, looked up): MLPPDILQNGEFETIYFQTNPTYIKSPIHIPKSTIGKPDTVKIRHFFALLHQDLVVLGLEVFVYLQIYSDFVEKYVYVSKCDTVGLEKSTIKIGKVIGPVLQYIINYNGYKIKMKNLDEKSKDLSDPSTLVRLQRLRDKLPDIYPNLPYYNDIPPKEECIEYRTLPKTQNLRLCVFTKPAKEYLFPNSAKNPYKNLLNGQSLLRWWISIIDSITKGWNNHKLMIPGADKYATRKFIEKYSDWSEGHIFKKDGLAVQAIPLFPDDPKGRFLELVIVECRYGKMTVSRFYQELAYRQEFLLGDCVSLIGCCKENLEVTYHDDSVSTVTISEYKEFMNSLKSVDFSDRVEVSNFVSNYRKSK
DAGLB inhibitor = blocks human DAGLB lipase activity; HEK293T DAGLB membrane lysate, EnzChek fluorogenic substrate; AID 504411; actives 0.059% (n = 340,000); inhibition, % at 5.17 µM; in the data active = inhibition above about 34%;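 also: 0% = enzyme with vehicle and 100% = wells lacking enzyme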
Target sequence (Q8NCG7 whole entry, looked up): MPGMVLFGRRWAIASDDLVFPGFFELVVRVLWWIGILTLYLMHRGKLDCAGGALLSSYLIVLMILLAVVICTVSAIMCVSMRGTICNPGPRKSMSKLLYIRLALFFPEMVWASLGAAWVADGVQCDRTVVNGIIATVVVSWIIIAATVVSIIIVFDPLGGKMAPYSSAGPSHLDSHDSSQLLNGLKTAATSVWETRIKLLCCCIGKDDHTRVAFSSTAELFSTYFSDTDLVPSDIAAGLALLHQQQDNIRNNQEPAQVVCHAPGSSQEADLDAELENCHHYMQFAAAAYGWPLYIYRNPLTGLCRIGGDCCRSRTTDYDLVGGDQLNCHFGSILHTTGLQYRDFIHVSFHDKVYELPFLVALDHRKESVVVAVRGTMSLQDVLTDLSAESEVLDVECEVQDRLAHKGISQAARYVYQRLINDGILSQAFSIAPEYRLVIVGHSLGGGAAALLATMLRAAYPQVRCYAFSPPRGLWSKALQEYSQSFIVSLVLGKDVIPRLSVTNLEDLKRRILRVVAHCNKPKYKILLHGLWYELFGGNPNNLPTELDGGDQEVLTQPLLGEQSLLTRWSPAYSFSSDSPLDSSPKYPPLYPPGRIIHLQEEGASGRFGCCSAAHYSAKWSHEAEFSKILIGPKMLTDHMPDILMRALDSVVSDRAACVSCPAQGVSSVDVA
The depositor's hits bear a star; / = no result given.

SMILES	C-LANA FP	CAL PDZ FP-1	SR-BI DiI-HDL act	Keap1-Nrf2 PPI	RTF Ca sens act	Cardiac RTF inh	CAL PDZ FP-2	PKA-R2B activ	Rtt109 Vps75	DAGLB inhibitor
COCCNC(=O)/C(C#N)=C/c1cccc(/C=C(\C#N)C(=O)NCCOC)c1	0.3	-0.4	-14	0	-7	-12	/	-1	-2	1
CCN(CC)c1ccc(NC(=O)c2ccco2)cc1	3.2	-2.6	30	-4	-3	-15	0	-3	4	-1
OC(CNCC1CCCO1)Cn1c2ccccc2c2ccccc21 (stereo not drawn)	-0.1	-0.7	6	-3	6	-1	-49	11	3	-3
Cc1ccc2nc(-c3cccnc3)c(Nc3ccccc3C)n2c1	1.2	-0.4	0	-5	1	-7	-1	1	-5	4
O=C(CN1CCN(C(=O)CNC(=O)c2ccc(N3CCCC3=O)cc2)CC1)Nc1ccccc1Cl	0.6	0.8	-4	0	-1	-1	-2	-2	10	-3
COc1cc(C(=O)Nc2nc3ccccc3[nH]2)ccc1OC(F)F	0.8	-4.7	/	0	-3	5	1	-10	28	-1
COCCCn1c(SCC(=O)N2CCOCC2)nc2cc(Cl)ccc2c1=O	2.0	-0.3	-41	2	3	-3	0	-4	13	-4
COc1ccc(NC(=O)CC2C(=O)N(Cc3cccs3)C(=S)N2C(C)C)cc1 (stereo not drawn)	-0.6	-0.4	-8	-5	-2	-2	-4	0	4	-3
COc1ccc(C2C(C(C)=O)=C(O)C(=O)N2c2ccc(F)cc2)cc1 (stereo not drawn)	-0.3	/	11	0	-9	-6	-19	-4	4	1
O=C(O)CC(C(=O)O)c1ccc(OCCCCOc2ccc(C(CC(=O)O)C(=O)O)cc2)cc1 (stereo not drawn)	0.4	-3.0	-11	0	1	-8	/	-7	-1	0
COc1ccccc1CNC(=O)CCNC(=O)Cn1cnc2ccccc2c1=O	-1.1	-0.2	-3	3	-2	-4	/	-4	0	-3
CCOc1ccc(S(=O)(=O)Nc2ccc(C(=O)NCc3ccncc3)cc2)cc1	-0.9	-0.1	11	0	1	-8	-6	-3	-2	3
COc1ccccc1C(CNC(=O)CNC(=O)c1ccccc1Cl)N1CCCC1 (stereo not drawn)	-0.3	-0.1	12	-5	5	-5	/	-7	1	0
CCC1CCCCN1C(=O)COc1ccc(F)cc1 (stereo not drawn)	0.5	8.3	17	-1	3	-5	-9	2	-1	2
CCCCCCc1ccc(N2C[C@H](CCCCC)[C@@H](CC(=O)NCc3ccccc3)C2=O)cc1	2.3	-1.3	-70	1	8	-1	-1	-10	-7	-10
Cc1cc([N+](=O)[O-])nn1CCC(=O)Nc1nccs1	1.2	-0.3	-6	-3	1	5	-2	-2	4	-3
Cc1ccc(-c2nc3ccccn3c2C=O)cc1	1.4	-2.2	13	-5	3	-4	0	6	-9	-1
COc1ccc(C2=NN(C(=O)COc3ncnc4ccccc34)C(c3ccco3)C2)cc1 (stereo not drawn)	1.0	-1.2	-23	-1	-1	-2	-5	-4	18	-1
O=C(O)CCSCC(=O)Nc1c(C(=O)C2CC2)oc2ccccc12	1.1	-1.8	16	-2	-2	-2	/	1	-10	-1
Cc1cc(/C=N/NC(=O)c2c(Br)cnn2C)c(C)n1-c1cccc(Br)c1	-0.3	-0.2	-61	-5	1	-1	-7	-8	0	1
S=C(NCCc1cccc(Cl)c1)NC1CCCCC1	-2.1	-0.3	4	-4	3	1	-8	-11	-5	1
CCOc1cc(C(=O)OC(C)C(=O)Nc2ccccc2OC)ccc1OCC(=O)N1CCOCC1 (stereo not drawn)	-1.0	0.3	-7	-7	-4	-4	/	-8	1	2
CC1=CC(=C(C#N)c2nc3ccccc3s2)C=C(C)N1c1ccc(F)cc1	-2.9	0.2	-50	-2	110*	-7	-4	8	1	1
O=C(CNS(=O)(=O)c1ccc(Cl)cc1)N/N=C/c1ccco1	0.5	-1.3	8	-3	13	-16	-1	1	-6	0
COc1ccc(S(=O)(=O)NNC(=O)C23CC4CC(CC(C4)C2)C3)cc1[N+](=O)[O-]	1.0	-1.8	11	3	1	-10	-1	-1	6	3
COC(c1ccccc1)c1nnc(CCC(=O)NCc2cccc(-n3cccn3)c2)o1 (stereo not drawn)	1.4	-2.7	21	-5	4	-13	-1	1	-1	3
Cn1nnc(NC(=O)c2ccc3ccccc3c2)n1	1.1	-1.0	-63	3	-4	6	2	12	3	1
Cc1ccsc1-c1n[nH]c(=S)n1CC(C)C	0.6	-0.6	-3	-1	1	-4	-5	9	3	0
O=C(CCCC(=O)NCc1ccc(F)cc1)NCc1ccc(F)cc1	0.7	-1.0	-10	3	0	-2	-3	1	2	1
O=C(N/N=C/c1cccc(NC(=O)c2ccc(Cl)cc2)c1)c1cccc(O)c1	0.3	-0.6	-50	1	7	7	-7	2	-1	0
Cc1cc(C)n(C(=O)c2cccc([N+](=O)[O-])c2)n1	-0.4	-0.8	6	0	1	-3	/	9	-5	1
Cc1nn(C(C)C(=O)N2CCN(c3ccccn3)CC2)c(=O)c2cc3occc3n12 (stereo not drawn)	-0.1	0.0	7	2	1	-2	-5	-7	8	2
CCCCCCCNC(=O)C1(CC2CC(c3ccc(Cl)cc3)=NO2)CCN(C(=O)c2cc(OCC)c(OCC)c(OCC)c2)CC1 (stereo not drawn)	1.9	0.2	-31	0	1	7	-2	-12	5	-10
CC(Oc1ccccc1)C(=O)OCC(=O)Nc1sccc1C(N)=O (stereo not drawn)	-1.4	-2.3	25	1	-2	-7	/	2	-4	1
CCC1(c2ccccc2)NC(=O)N(CC(=O)NNC(=O)c2ccoc2C)C1=O (stereo not drawn)	0.2	0.0	13	-4	-2	-24	-5	3	0	0
COc1ccccc1-c1oc2ccccc2c1-c1ccc2cc[nH]c2c1	1.9	-0.3	-80	-4	-2	-5	-2	-10	-6	-6
CC(C)n1nc(C(=O)NCCCN2CCCC2=O)c2ccccc2c1=O	-0.5	-0.6	-7	1	-3	-2	-2	-5	-15	-1
COc1cccc(CN(C)C(=O)/C=C/c2ccc(S(=O)(=O)N3CCCCCC3)cc2)c1	0.7	-0.3	-34	5	-1	3	-2	-1	0	-3
O=C(NCc1ccccc1)c1onc(CSc2ccncc2)c1C(=O)NCc1ccccc1	0.5	-1.6	21	4	4	-8	-5	-10	-3	1
CCNc1oc(-c2ccc(OC)cc2)nc1S(=O)(=O)c1ccc(Br)cc1	-0.9	-2.0	-7	-3	-2	-8	4	2	-1	-4

Given in CSV form: 3 of the compounds above.
mol,C-LANA FP,CAL PDZ FP-1,SR-BI DiI-HDL act,Keap1-Nrf2 PPI,RTF Ca sens act,Cardiac RTF inh,CAL PDZ FP-2,PKA-R2B activ,Rtt109 Vps75,DAGLB inhibitor
S=C(NCCc1cccc(Cl)c1)NC1CCCCC1,-2.1,-0.3,4,-4,3,1,-8,-11,-5,1
CCOc1cc(C(=O)OC(C)C(=O)Nc2ccccc2OC)ccc1OCC(=O)N1CCOCC1 (stereo not drawn),-1.0,0.3,-7,-7,-4,-4,/,-8,1,2
CC1=CC(=C(C#N)c2nc3ccccc3s2)C=C(C)N1c1ccc(F)cc1,-2.9,0.2,-50,-2,110*,-7,-4,8,1,1

Following part.
SMILES	C-LANA FP	CAL PDZ FP-1	SR-BI DiI-HDL act	Keap1-Nrf2 PPI	RTF Ca sens act	Cardiac RTF inh	CAL PDZ FP-2	PKA-R2B activ	Rtt109 Vps75	DAGLB inhibitor
COc1ccc(OC)c(S(=O)(=O)N2CCN(C34CC5CC(CC(C5)C3)C4)CC2)c1	1.3	-0.8	16	3	7	-13	-3	8	4	-2
O=C(Nc1cccc(Cl)c1)N1CCSc2cc(Cl)ccc21	-1.6	0.4	-7	-2	-2	-8	7	-6	-4	-7
CCOc1cc(C(=O)NC(C)CCc2ccccc2)cc(OCC)c1OCC (stereo not drawn)	-1.8	-2.5	0	0	-5	-5	-1	-4	0	-4
COc1cccc(C(=O)OCCN2CCCCC2)c1	0.6	0.1	23	-1	-2	-3	/	-9	-5	0
CCC(CC)NC(=O)COc1ccc(OC)cc1C=O	0.5	0.1	10	-1	2	-5	/	-2	-15	-1
COc1ccc(CC(=O)Nc2cccc(-c3nnc(-c4cccc(C)c4)o3)c2)cc1OC	-0.1	-0.9	-15	-2	6	-10	-4	-2	2	-1
O=C(CN1CCS(=O)(=O)CC1)NNC(=O)C1CCCCC1	1.0	0.3	14	3	-11	11	2	-6	-6	-2
CCCCNc1cc(=O)n(C)c(=O)n1C	2.1	-0.8	39	1	4	6	-3	3	-5	1
O=C(CN1CCOCC1)Nc1ncc(Cc2cccc(Cl)c2Cl)s1	0.4	-1.1	13	-3	4	-2	4	-1	-1	-1
CCOCCCNC(=O)c1ccc2c(c1)ncn2-c1cccc(C)c1	-0.9	-1.5	-29	4	0	-1	/	2	-6	1
C/C(CC(=O)Nc1ccc(F)cc1)=N\NC(=O)Cc1csc(N)n1	0.8	-2.0	18	-3	0	-4	0	-6	-2	0
COc1ccc(S(=O)(=O)N2CCCCC2)cc1NC(=O)CN(Cc1ccco1)Cc1ccco1	0.4	0.1	-49	-5	2	4	-1	1	9	-5
CCOC(=O)N1CCN(C(=O)c2ccc3c(c2)NC(=O)/C(=C\c2ccc(OC)c(OC)c2)S3)CC1	-0.4	0.5	-35	2	4	-9	-5	-3	15	2
O=C(CCCCCn1c(=S)[nH]c2ccc(N3CCOCC3)cc2c1=O)NCc1ccccc1	2.1	0.1	-20	-5	7	-14	/	-8	-8	5
COCCNC(=O)c1onc(CSc2ccccc2)c1C(=O)O	0.2	0.7	17	-1	-2	4	2	0	4	-1
COc1ccc(CNC(=O)COC(=O)/C=C/c2ccco2)cc1	-0.4	-0.7	5	2	1	-5	3	-3	-6	0
C/C(=N\N=c1/sc2ccccc2n1C)c1ccc(N2CCOCC2)cc1	1.3	/	-10	4	-1	-1	8	5	-7	0
CCCNC(=O)Cc1c(C)oc2ccccc12	1.8	-0.1	3	4	6	2	-2	5	-3	-2
COC(=O)c1c(S(C)(=O)=O)nc(-c2ccccc2)[nH]c1=O	-0.7	-3.9	33	-8	2	-1	-2	-10	3	-1
COc1ccc(C(=O)/C=C/c2ccc(O)cc2)c(O)c1C/C=C(\C)CCC=C(C)C	-1.9	-0.2	-39	-2	2	4	-7	-6	19	-8
COc1ccc(NC(=O)CSCc2ccc(C#N)cc2)c(OC)c1	1.3	-0.1	33	2	-1	-14	-10	-5	-4	-1
CC1CCN(C(=O)COc2cccc3c2CCN(C)C3=O)CC1	0.6	-1.9	17	2	-3	-8	4	-4	-8	-1
COc1ccc(/C=C(/NC(=O)c2ccccc2)C(=O)NCc2ccco2)cc1	1.0	-2.1	21	-2	6	-10	-3	-8	-7	-1
CCOC(=O)C1CCCN(C(=O)c2ccc(S(=O)(=O)N3CCOCC3)cc2)C1 (stereo not drawn)	0.3	-2.0	19	0	-6	0	3	1	-2	1
